# Mot1-301 SUMO – yeast Mot1-301 growth rescue at high temperature, primary screen, SUMOylation pathway inhibitor project, S. cerevisiae, ATP luminescence, 38.5C | S. cerevisiae Mot1-301 growth rescue; percent above DMSO median, 100 means doubled | growth rescue, % at 18.8 µM | 320,000 compounds, 1% hits;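 active means every valid replicate shows activation above 250% relative to neutral control wells; inactive means the rest, any valid replicate at or below 250%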;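 further: OY570 slx delta 5 strain wells were the positive control but not used for scaling; some compounds called inactive have numbers as strong as hits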
# HTR5A inv ctr – HTR5A inverse agonists in luminescence cell assay, primary screen, counter-screen for OPRM1-OPRD1 heterodimer inverse agonist project, full-deck HTS | HTR5A cell line, inverse agonism | inhibition, % at 9.3 µM | 340,000 compounds, 0.083% hits; in the data active means inhibition mostly above about 23%, no sharp cut-off; inactive means mostly below about 18%;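 further: 0% = cells with DMSO and 100% = no-cell wells with DMSO; some compounds called inactive have numbers as strong as hits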
# DAGLB inh – DAGLB lipase inhibitors, primary screen, biochemical, fluorescence, HTS; Diacylglycerol lipase-beta (Homo sapiens), Q8NCG7; HEK293T DAGLB membrane lysate, EnzChek fluorogenic substrate; inhibition, % at 5.17 µM; 340,000 compounds, 0.059% hits; in the data active means inhibition above about 34%;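 further: 0% = enzyme with vehicle and 100% = wells lacking enzyme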
# Tat export inh – E. coli Tat export inhibitors, primary screen, MC4100, TorA-mCherry reporter, fluorescence, single point | inhibition, % at 10 µM | 340,000 compounds, 0.036% hits;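 active means mean replicate inhibition at least 50% and at least half of replicates individually reaching 50%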;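 further: exported cargo escapes ClpAP degradation while cytoplasmic cargo is degraded and loses fluorescence; 0% = median of neutral control wells and 100% = median of NaSCN control wells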
# CDK5 p35 inh – inhibitors of human CDK5/p35 kinase, primary screen, biochemical, single concentration | Cyclin-dependent kinase 5 (Homo sapiens) + Cyclin-dependent kinase 5 activator 1 (Homo … | Recombinant CDK5/p35, ADP-Glo luminescence, 60 min | inhibition, % at 10 µM | 330,000 compounds, 0.01% hits;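 active means highest replicate inhibition of at least 50% and at least 75% of replicates reaching 50%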;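 further: plate controls were DMSO neutral control for no effect and GW8510 at 10 µM for full effect; many of its hits are not listed in these tables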
# Target sequence (Q00535 whole entry, looked up): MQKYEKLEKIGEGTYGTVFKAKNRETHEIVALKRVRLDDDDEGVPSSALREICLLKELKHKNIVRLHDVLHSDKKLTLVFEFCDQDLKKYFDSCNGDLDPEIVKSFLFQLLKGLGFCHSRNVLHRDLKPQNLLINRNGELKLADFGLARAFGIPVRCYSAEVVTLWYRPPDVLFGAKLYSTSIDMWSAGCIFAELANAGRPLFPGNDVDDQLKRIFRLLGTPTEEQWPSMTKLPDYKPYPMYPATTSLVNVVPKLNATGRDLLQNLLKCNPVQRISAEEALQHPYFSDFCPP
# Target sequence (Q15078 whole entry, looked up): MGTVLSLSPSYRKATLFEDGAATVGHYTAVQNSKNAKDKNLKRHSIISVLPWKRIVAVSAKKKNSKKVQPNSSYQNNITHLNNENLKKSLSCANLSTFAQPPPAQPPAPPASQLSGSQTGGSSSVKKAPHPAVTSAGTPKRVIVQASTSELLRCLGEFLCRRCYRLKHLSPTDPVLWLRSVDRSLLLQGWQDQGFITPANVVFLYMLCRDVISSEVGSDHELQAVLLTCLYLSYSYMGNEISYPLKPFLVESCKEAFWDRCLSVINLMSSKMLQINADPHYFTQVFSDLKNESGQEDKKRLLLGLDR
# PKA-R2B act – activators of PKA-R2B holoenzyme, primary screen, biochemical, fluorescence polarization, Cy5-IP20, human | 340,000 compounds, 0.079% hits | activation, % at 11.4 µM | cAMP-dependent protein kinase catalytic subunit beta (Homo sapiens) + cAMP-dependent … | PKA-R2B holoenzyme dissociation; R2B truncated from residue 108, S112A mutant; 0% DMSO only, 100% 113 µM cGMP;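 active means activation above a cutoff set at the mean over all compounds plus 3 SD, cut at about 18% in these data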;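 further: higher means more holoenzyme dissociation and a rise in polarization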
# Target sequence (P31323 whole entry, looked up, other chains not shown, the tested form may be a part): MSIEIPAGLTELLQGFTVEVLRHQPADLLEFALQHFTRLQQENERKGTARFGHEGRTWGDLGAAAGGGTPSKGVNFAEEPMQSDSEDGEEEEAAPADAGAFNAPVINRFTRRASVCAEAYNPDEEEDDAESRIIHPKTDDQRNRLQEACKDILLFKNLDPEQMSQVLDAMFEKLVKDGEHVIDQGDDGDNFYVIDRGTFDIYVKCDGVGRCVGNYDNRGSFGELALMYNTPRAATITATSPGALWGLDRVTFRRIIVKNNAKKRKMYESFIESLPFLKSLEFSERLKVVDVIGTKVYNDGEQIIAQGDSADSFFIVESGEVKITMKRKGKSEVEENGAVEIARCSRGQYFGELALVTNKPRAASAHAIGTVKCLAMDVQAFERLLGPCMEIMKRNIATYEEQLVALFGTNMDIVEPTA
# PKA-R1A activ – activators of PKA-R1A holoenzyme, primary screen, biochemical, fluorescence polarization, Cy5-IP20, bovine R1A, mouse PKAc; PKA-R1A dissociation; scaled: DMSO 0%, 113 µM cGMP 100%; activation, % at 11.4 µM; 340,000 compounds, 0.083% hits; AID 504707, 2011;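 active means percent activation above the mean of all tested compounds plus 3 SD, cut at about 19% in these data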;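 further: higher means more PKAc released from R1A so a rise in polarization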
# HTR5A ag ctr – HTR5A agonists in luminescence cell assay, primary screen, counter-screen for OPRM1-OPRD1 heterodimer agonist project, full-deck HTS; 5-hydroxytryptamine receptor 5A (Homo sapiens), P47898; cell-based; activation, % at 9.3 µM; 340,000 compounds, 0.61% hits; in the data active means activation mostly above about 9.5%, no sharp cut-off; inactive means mostly below about 7.6%;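 further: 0% = cells with vehicle only and 100% = reference agonist; strong numbers were not always called active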
# Ecoli viability – E. coli V3065 growth inhibition, primary screen, counter-screen for AddAB inhibitor project, absorbance, OD600; 18 h; 330,000 compounds, 0.27% hits; inhibition, % at 11.9 µM;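 active means inhibition above the campaign's mean inhibition across all tested compounds plus 3 SD, cut at about 9.9% in these data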;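 further: uninfected addAB+ strain grown without phage in ampicillin broth; 0% = DMSO wells and 100% = ciprofloxacin 0.95 µg/ml wells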
# phage Ecoli inh – growth loss of phage-infected E. coli, primary screen, RecBCD inhibitor project, absorbance, with phage, HTS; inhibition, % at 11.9 µM; 360,000 compounds, 0.26% hits; AID 651602, 2012; in the data active means inhibition above about 11%
# AddAB inh – growth inhibition of E. coli expressing H. pylori AddAB, primary screen, AddAB inhibitor project, absorbance. 330,000 compounds, 0.29% hits. AID 435030, 2010. inhibition, % at 11.9 µM; in the data active means inhibition above about 12%;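 further: 0% = vehicle wells of infected cells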
# * marks the source's active call; other numbers are inactive results; . = no result given.
SMILES,Mot1-301 SUMO,HTR5A inv ctr,DAGLB inh,Tat export inh,CDK5 p35 inh,PKA-R2B act,PKA-R1A activ,HTR5A ag ctr,Ecoli viability,phage Ecoli inh,AddAB inh
Cc1c(C(=O)NC2CCCCC2)oc2c1C(=O)CC(C)(C)C2,25,8,-4,-7,-0.6,7,0,-6,-0.1,0.9,0.9
Cc1cccc2c(=O)n3c(cc12)-c1[nH]c2ccccc2c1CC3,.,-57,2,5,0.2,4,-1,15*,.,2.0,.
C[C@]12c3[nH]c4ccccc4c3CCN1C(=O)C(CC(=O)NCc1cccc(C(F)(F)F)c1)C[C@@H]2C(=O)N1CCCCC1 (stereo not given in full),-13,-12,3,23,-0.6,-4,-4,4,-3.6,-0.1,-2.4
CC1(C)OC(C(N)=O)C(C(N)=O)O1 (stereo not given),108,1,3,-6,0.2,6,0,-3,1.5,2.3,-0.1
O=C(NCCC1CCCCN1S(=O)(=O)c1ccc(F)cc1)C(=O)NCc1ccncc1 (stereo not given),167,9,-2,10,-0.5,-5,0,-4,2.7,-1.6,3.3
CC1CC(C)CN(C(=O)CSc2nc(N)cc(=O)[nH]2)C1 (stereo not given),-9,-1,-1,-1,-3.1,-3,-11,0,4.4,1.2,5.1
Cc1cccn2c(=O)c(/C=N/O)c(N3CCOCC3)nc12,220,.,.,3,-1.8,.,.,.,2.1,1.6,3.6
COc1cccc(C(=O)NCc2ccccc2OC)c1,1,-16,-5,-11,0.2,-7,-10,0,4.7,0.1,0.1
CCN(CC)c1ccc2cc(C#N)c(=O)oc2c1,96,.,.,-4,0.4,.,.,.,-1.1,5.6,0.7
COc1cc(C2Nc3cc(C)c(C)cc3NC3=C2C(=O)CC(C)(C)C3)ccc1OC(C)=O (stereo not given),-12,-34,3,8,-0.1,-6,-6,0,-0.8,-2.2,2.0
FC(F)Oc1ccc(NC(=S)NCCc2ccccn2)cc1,-3,8,-1,-7,-1.1,8,-2,-3,-2.6,5.7,0.2
O=C(CN1C(=O)NC2(CCc3ccccc32)C1=O)c1ccc(F)cc1 (stereo not given),7,1,-1,-8,0.8,-1,-2,0,-0.3,5.2,0.5
CCCc1[nH]n(-c2ccc([N+](=O)[O-])cc2)c(=O)c1C(C)=NCc1ccncc1,-4,8,6,-1,-0.3,5,2,-1,-1.0,4.8,-3.0
CCCCOc1ccc(C(=O)N2CCN(c3ccc(N4CCOCC4)nn3)CC2)cc1,-11,-14,2,12,0.2,-3,-10,5,2.9,-0.4,-1.4
C/C(=N\NC(=S)NC(C)C)c1cccc([N+](=O)[O-])c1,-4,3,-5,-4,-0.9,3,-2,-1,2.7,3.2,1.4
COc1ccc(Cl)cc1S(=O)(=O)NC1CC(C)(C)NC(C)(C)C1,-4,13,-1,2,-4.5,-10,-10,-5,-0.7,2.5,5.0
COc1cc(NC(=O)CN2C(=O)c3ccccc3S2(=O)=O)cc(OC)c1,-10,9,1,2,1.1,-3,6,1,-0.2,-1.3,0.3
CC(C)/C=C(/C(=O)c1ccc(Cl)cc1Cl)n1cncn1,12,-15,1,3,1.3,4,5,4,0.0,1.0,-1.4
O=C(Nc1c(C(=O)c2ccccc2)oc2ccccc12)c1cc(-c2ccccc2O)n[nH]1,-5,-9,-6,0,0.0,-17,-18,1,-1.0,1.9,3.1
Cc1ccc(OCCCNCCO)c(Br)c1,0,-8,-2,5,-0.3,-8,-16,3,-1.0,4.7,4.6
O=c1c(C(c2ccc(Br)cc2)c2c(O)nc3n(c2=O)CCCS3)c(O)nc2n1CCCS2,5,-8,3,-8,-0.6,9,-4,-1,-0.6,2.2,-1.3
CCOc1ccc(C2CC(c3cccc(OC)c3)Nc3nc(N)nn32)cc1 (stereo not given),35,7,1,6,-0.5,0,-11,-3,-0.3,-1.2,4.1
O=c1cc(C(F)(F)F)c2sc(N3CCCCC3)nc2[nH]1,429*,16,0,-13,-3.2,-16,8,-2,-1.9,3.5,-1.2
Cc1ccc(C(=O)Nc2ccon2)cc1S(=O)(=O)N1CCOCC1,14,14,1,7,-0.8,-1,7,2,0.7,1.9,1.2
Cc1ccc([N+](=O)[O-])cc1NC(=O)CN(C)CCOc1ccccc1,6,1,-2,-3,1.3,10,3,0,-2.9,1.0,-2.5

# Following part.
SMILES,Mot1-301 SUMO,HTR5A inv ctr,DAGLB inh,Tat export inh,CDK5 p35 inh,PKA-R2B act,PKA-R1A activ,HTR5A ag ctr,Ecoli viability,phage Ecoli inh,AddAB inh
Cc1cc(NC2CCCC2)n2nc(C)c(-c3ccccc3)c2n1,-8,-7,-10,1,1.8,-6,-5,2,-2.5,1.5,0.3
COC(=O)c1cn(C(=O)c2cccc(C)c2)c2ccccc12,20,3,-2,0,-1.1,0,-5,-1,-0.2,0.1,3.2
CC(C)=CC(=O)Nc1nnc(-c2ccccc2)s1,14,7,-3,2,-0.1,3,1,-5,0.7,3.9,0.9
O=C(CCSc1ccc(Cl)cc1)NCc1ccccn1,22,0,1,-3,-0.3,-16,-15,0,2.8,2.8,2.0
Oc1c(Br)cc(/C=N/n2c(-c3ccccc3)n[nH]c2=S)c(O)c1Br,69,20,8,-12,2.5,-7,-7,2,.,.,.
O=C(Cc1ccccc1)N1CCc2ccccc21,2,15,-2,0,0.3,-4,1,-1,0.5,1.6,1.3
CS(=O)(=O)c1cnc2c(-c3ccsc3)cnn2c1N,-3,-33,-4,5,0.5,-7,-3,2,-3.2,3.4,4.9
NC(=S)N/N=C1\CCSc2ccc(Cl)cc21,24,.,.,-1,-0.6,.,.,.,0.5,1.9,2.3
O=C(CSc1nc2ccccc2c(=O)n1-c1ccccc1)c1cccc([N+](=O)[O-])c1,14,0,-3,2,-1.7,4,-8,8,-0.4,3.5,-1.4
COc1ccccc1C(=O)NCCNC(=O)c1ccc(C)nc1,436,-4,-1,-2,-1.6,0,-1,-2,-2.7,1.1,1.1
C=CCn1c(-c2cccn(Cc3cccc(Cl)c3)c2=O)n[nH]c1=S,344,0,-4,-4,0.2,-3,9,0,0.1,2.8,-2.3
CCCc1cc(=O)[nH]c(SCC(=O)Nc2ccc(Br)cc2Br)n1,-1,2,6,-17,0.4,2,-11,-1,1.2,6.8,5.8
CC(C)(C)C(=O)NC(Nc1cccc2cccnc12)C(Cl)(Cl)Cl (stereo not given),-20,9,-4,0,0.3,-9,-2,-5,3.0,1.6,-1.3
COc1ccc(CN(C(=O)c2snc(C(N)=O)c2N)C(C(=O)NC(C)(C)C)c2ccco2)cc1 (stereo not given),3,14,-1,-2,-0.5,10,-3,0,-1.2,.,-0.5
CCCc1cc(=O)n2[nH]c(-c3cccc(Br)c3)cc2n1,2,7,-2,-1,1.3,-1,-3,-2,0.9,2.6,1.6
CC(C)Cn1nc(NC(=O)C(C)(C)C)c2cc3ccccc3nc21,-5,6,-5,-2,-2.4,-2,-7,-2,0.6,4.2,3.9
CCOC(=O)c1cc(-c2ccccc2)n(CC(=O)N2CCCC2)c1C,285,-12,2,4,-0.2,-10,3,7,-1.0,3.6,3.7
CSc1ccc(CN(C)CC(=O)NCc2ccc(F)cc2)cc1,-5,11,-2,6,-1.8,-3,3,-4,0.9,2.1,-0.5
CC1CCCCN1Cc1nc2c(c(=O)n(C)c(=O)n2C)n1CCCc1ccccc1 (stereo not given),-8,-22,-5,-13,0.0,11,6,6,2.4,1.4,2.5
O=C(Nc1cccnc1)Nc1ccc(Br)cc1Cl,-4,7,-1,1,-0.6,-8,10,-3,0.2,3.9,3.7
COC(=O)c1ccccc1NC(=O)Nc1nnc(N2CCCCC2C)s1 (stereo not given),7,-18,-1,-1,-0.2,-2,1,6,0.7,.,2.1
CC1C(c2ccccc2)=[N+]([O-])C2(CCCC2)N1O (stereo not given),-6,2,-1,2,0.3,6,-9,-1,0.5,1.8,0.2
COc1ccc(-n2c(SCC(=O)Nc3cc(C(=O)O)ccc3C)nc3ccccc3c2=O)cc1Cl,-2,-9,4,-2,0.4,-9,-14,4,-0.1,3.2,0.5
Cc1ccccc1C(=O)c1c[nH]c(C(=O)N2CCN(c3ccccc3F)CC2)c1,-10,12,4,-5,0.4,1,-5,-5,1.5,1.3,2.0
Cc1ccc(-n2cc(CCCCCCCCC(=O)O)nn2)cc1,-1,9,0,1,-1.5,0,0,8,1.0,3.4,3.6
CC(CN1CCOCC1)OC(=O)c1cccc(Cl)c1 (stereo not given),-8,-8,0,-6,-0.5,9,1,2,-1.5,0.7,-2.6
C=C1C(=O)O[C@@H]2[C@H]1CC[C@H](C)[C@]1(O)CCC(=O)[C@@]21C,2,-12,1,-6,-0.6,6,14,3,0.7,0.8,1.4

# No new results follow: an excerpt of the list.
SMILES,Mot1-301 SUMO,HTR5A inv ctr,DAGLB inh,Tat export inh,CDK5 p35 inh,PKA-R2B act,PKA-R1A activ,HTR5A ag ctr,Ecoli viability,phage Ecoli inh,AddAB inh
C=CCn1c(-c2cccn(Cc3cccc(Cl)c3)c2=O)n[nH]c1=S,344,0,-4,-4,0.2,-3,9,0,0.1,2.8,-2.3
CCCc1cc(=O)[nH]c(SCC(=O)Nc2ccc(Br)cc2Br)n1,-1,2,6,-17,0.4,2,-11,-1,1.2,6.8,5.8
CC(C)(C)C(=O)NC(Nc1cccc2cccnc12)C(Cl)(Cl)Cl (stereo not given),-20,9,-4,0,0.3,-9,-2,-5,3.0,1.6,-1.3
COc1ccc(CN(C(=O)c2snc(C(N)=O)c2N)C(C(=O)NC(C)(C)C)c2ccco2)cc1 (stereo not given),3,14,-1,-2,-0.5,10,-3,0,-1.2,.,-0.5
CCCc1cc(=O)n2[nH]c(-c3cccc(Br)c3)cc2n1,2,7,-2,-1,1.3,-1,-3,-2,0.9,2.6,1.6
CC(C)Cn1nc(NC(=O)C(C)(C)C)c2cc3ccccc3nc21,-5,6,-5,-2,-2.4,-2,-7,-2,0.6,4.2,3.9
CCOC(=O)c1cc(-c2ccccc2)n(CC(=O)N2CCCC2)c1C,285,-12,2,4,-0.2,-10,3,7,-1.0,3.6,3.7
CSc1ccc(CN(C)CC(=O)NCc2ccc(F)cc2)cc1,-5,11,-2,6,-1.8,-3,3,-4,0.9,2.1,-0.5
CC1CCCCN1Cc1nc2c(c(=O)n(C)c(=O)n2C)n1CCCc1ccccc1 (stereo not given),-8,-22,-5,-13,0.0,11,6,6,2.4,1.4,2.5
O=C(Nc1cccnc1)Nc1ccc(Br)cc1Cl,-4,7,-1,1,-0.6,-8,10,-3,0.2,3.9,3.7

# Screening data from PubChem BioAssay.
